High-throughput results (PubChem BioAssay)
Bim-Bcl-XL – disrupts Bim peptide binding to human Bcl-XL; bead flow cytometry, fluorescence; inhibition, % at 10 µM; 0.04% of 190,000 active
Avidin bead fluor – compound fluoresces at 488/530 nm on avidin beads; 0.38% of 220,000 active; fluorescence (KMESF) at 10 µM; AID 1775; compound fluorescence 488/530 nm, flow cytometry; hits give high values; in the data active means fluorescence above about 47; further: inactives centre near 10
GSH bead fluor – GSH bead compound fluorescence profile; 0.25% of 190,000 active; AID 1776; fluorescence (KMESF) at 10 µM; GSH beads flow cytometry, compound fluorescence 488/530 nm; hits give high values; in the data active means fluorescence above about 89;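 further: glutathione beads carrying GST-tagged Bcl family fusion proteins plus one bare bead set; values are compound well signal with DMSO vehicle wells as background; inactives centre near 16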
Bim-Bcl-B – disrupts Bim peptide binding to human Bcl-B | inhibition, % at 10 µM | bead-based flow cytometry | 0.073% of 190,000 active | Q9HD36;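 further: 0% = tracer peptide without compound and 100% = reference inhibitor peptide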
ABCB1 block – inhibitors of human ABCB1 transporter, ABCG2 counter-screen. inhibition, % at 6.6 µM. AID 1326. CCRF-Adr cells, JC-1 efflux, flow cytometry. 0.067% of 190,000 active. P08183; in the data active means inhibition above about 40%;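 further: 0% = vehicle and 100% = reference inhibitor; higher value means more JC-1 retained so stronger ABCB1 efflux block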
Target sequence (P08183 whole entry, looked up): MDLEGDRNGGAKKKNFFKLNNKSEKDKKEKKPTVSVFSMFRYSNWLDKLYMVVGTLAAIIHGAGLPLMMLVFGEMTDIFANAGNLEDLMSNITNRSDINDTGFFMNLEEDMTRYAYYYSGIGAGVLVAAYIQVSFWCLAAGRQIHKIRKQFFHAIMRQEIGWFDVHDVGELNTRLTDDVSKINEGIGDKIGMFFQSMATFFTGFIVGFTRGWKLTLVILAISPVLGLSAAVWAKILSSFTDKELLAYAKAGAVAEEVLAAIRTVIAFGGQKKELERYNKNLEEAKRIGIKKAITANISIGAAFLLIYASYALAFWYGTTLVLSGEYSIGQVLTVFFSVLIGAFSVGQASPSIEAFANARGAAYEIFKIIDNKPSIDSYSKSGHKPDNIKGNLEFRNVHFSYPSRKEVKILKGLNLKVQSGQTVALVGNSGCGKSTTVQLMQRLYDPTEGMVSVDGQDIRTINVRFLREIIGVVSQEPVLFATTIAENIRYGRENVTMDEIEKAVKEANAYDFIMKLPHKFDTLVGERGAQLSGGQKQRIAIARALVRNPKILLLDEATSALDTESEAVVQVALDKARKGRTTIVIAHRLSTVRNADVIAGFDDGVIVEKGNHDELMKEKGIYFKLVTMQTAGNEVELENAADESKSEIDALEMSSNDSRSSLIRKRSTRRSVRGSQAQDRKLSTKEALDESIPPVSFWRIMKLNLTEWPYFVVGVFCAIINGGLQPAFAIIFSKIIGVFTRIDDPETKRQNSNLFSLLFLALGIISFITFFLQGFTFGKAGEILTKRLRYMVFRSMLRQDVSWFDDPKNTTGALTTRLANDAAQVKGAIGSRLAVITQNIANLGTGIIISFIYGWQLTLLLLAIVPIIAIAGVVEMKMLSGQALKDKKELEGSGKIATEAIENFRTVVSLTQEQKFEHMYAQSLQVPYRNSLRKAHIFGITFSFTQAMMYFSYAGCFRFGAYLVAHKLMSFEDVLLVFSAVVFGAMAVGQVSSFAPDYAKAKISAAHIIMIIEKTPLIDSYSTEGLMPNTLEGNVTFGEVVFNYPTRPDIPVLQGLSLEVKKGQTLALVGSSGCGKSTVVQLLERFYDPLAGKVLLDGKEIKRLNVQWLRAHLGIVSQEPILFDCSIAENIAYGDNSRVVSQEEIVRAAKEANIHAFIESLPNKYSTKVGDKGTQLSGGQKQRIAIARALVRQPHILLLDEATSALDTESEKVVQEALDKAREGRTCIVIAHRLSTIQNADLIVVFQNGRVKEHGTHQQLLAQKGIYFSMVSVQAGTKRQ
ABCG2 inh – inhibitors of human ABCG2 transporter, ABCB1 counter-screen. AID 1325. 0.1% of 190,000 active. inhibition, % at 6.6 µM. Q9UNQ0. IgMXP3 cells, JC-1 efflux, flow cytometry;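 active means inhibition above 80%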;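 further: 0% = DMSO and 100% = nicardipine control wells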
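Read-out basis: Efflux inhibition in percent versus controls | Test system: ABCG2 IgMXP3 and barcoded ABCB1 CCRF-Adr cell mix | Quantity: 3 million cells/mL in well | Schedule: 10 min at 25 °C | Control set: Nicardipine as high control, DMSO as low control | Reagent: JC-1 as fluorescent efflux pump substrate | Signal: Flow cytometry of retained JC-1 fluorescence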
Bcl-W Bim block – disrupts Bim peptide binding to human Bcl-W; bead-based flow cytometry; inhibition, % at 10 µM; 0.02% of 190,000 active; AID 952;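 further: 0% = bound tracer without compound and 100% = peptide blocker; higher means less fluorescent Bim peptide bound to Bcl-W beads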
RGS7-Gao reg – regulators of human RGS7-Galphao interaction; P09471; Multiplexed bead flow cytometry, RGS7-Galphao binding; actives lie on both sides; binding response (% of control), % at 10 µM; 0.35% of 220,000 active; AID 1439; in the data active means binding response below about 49% or above about 150%; inconclusive means no clear call, values can overlap the other calls; inactive means in between;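 further: fluorescent Galphao held in activated GDP-AlF4 state binding bead-coupled RGS7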
RGS4-Gao reg – modulates binding of RGS4 to human Galphao. P09471. Multiplexed bead flow cytometry; actives lie on both sides. binding response (% of control), % at 10 µM. 0.33% of 220,000 active. AID 1415; in the data active means binding response below about 49% or above about 150%; inactive means in between;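 further: fluorescent Galphao activated with aluminum fluoride binding bead-coupled RGS4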
Bim-Bcl-2 – inhibitors of Bim-Bcl-2 interaction, human; 0.06% of 190,000 active; Bead-based flow cytometry, Bim peptide-Bcl-2 binding; inhibition, % at 10 µM; P10415; in the data active means inhibition above about 40%; inconclusive means no clear call, values can overlap the other calls;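 further: 0% = no compound wells with probe peptide and 100% = reference peptide inhibitor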
Bfl-1 Bim block – inhibitors of Bim-Bfl-1 interaction, human; Q16548; Bead-based flow cytometry, Bim-Bfl-1 binding inhibition; inhibition, % at 10 µM; 0.12% of 190,000 active; AID 1008;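 further: 0% = wells without compound plus tracer and 100% = blocker peptide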
Numbers without * were called inactive. Unless noted, no stated cut-off is given here; in the data, active means inhibition above about 40%. No enrichment for hits; about 1.3% have a hit in one of these screens.

`Cc1nn(C/C(C#N)=N\O)c(C)[n+]1N` gave Bim-Bcl-XL 0, Avidin bead fluor 11, GSH bead fluor 22, Bim-Bcl-B -2, ABCB1 block 0.5, ABCG2 inh 1, Bcl-W Bim block 0, RGS7-Gao reg 104, RGS4-Gao reg 102, Bim-Bcl-2 0 and Bfl-1 Bim block -1.
Screening S=C(NC1CCCC1)NN1CCOCC1 returned Bim-Bcl-XL 1, Avidin bead fluor 11, GSH bead fluor 15, Bim-Bcl-B 0, ABCB1 block 2.6, ABCG2 inh 15, Bcl-W Bim block 1, RGS7-Gao reg 96, RGS4-Gao reg 102, Bim-Bcl-2 1 and Bfl-1 Bim block -2.
For CCCn1c(CNc2ccccc2O)nc2ccccc21 the results were Bim-Bcl-XL -2, Avidin bead fluor 28, GSH bead fluor 25, Bim-Bcl-B -2, ABCB1 block 0.8, ABCG2 inh 33, Bcl-W Bim block 0, RGS7-Gao reg 102, RGS4-Gao reg 101, Bim-Bcl-2 -6 and Bfl-1 Bim block -5.
`COc1ccc(CC(=O)Nc2ccc(C(=O)NC(C)(C)C)cc2)cc1OC` gave Bim-Bcl-XL -3, Avidin bead fluor 12, GSH bead fluor 15, Bim-Bcl-B -3, ABCB1 block -0.2, ABCG2 inh 5, Bcl-W Bim block -1, RGS7-Gao reg inconclusive, RGS4-Gao reg 92, Bim-Bcl-2 -6 and Bfl-1 Bim block -7.
For O=C(O)/C=C/C(=O)NNC(=O)c1ccc(Cl)cc1Cl the results were Bim-Bcl-XL 0, Avidin bead fluor 11, GSH bead fluor 14, Bim-Bcl-B -5, ABCB1 block 0.5, ABCG2 inh 1, Bcl-W Bim block 0, RGS7-Gao reg 100, RGS4-Gao reg 104, Bim-Bcl-2 -2 and Bfl-1 Bim block -6.
Screening CC(=O)NC(=O)COC(=O)c1ccc2ncsc2c1 returned Bim-Bcl-XL -4, Avidin bead fluor 7, GSH bead fluor 16, Bim-Bcl-B -4, ABCB1 block 0.6, ABCG2 inh 3, Bcl-W Bim block 3, RGS7-Gao reg 102, RGS4-Gao reg 102, Bim-Bcl-2 -2 and Bfl-1 Bim block -4.
For CCCn1c(CN2CCN(C(=O)OCC)CC2)nc2c1c(=O)n(C)c(=O)n2C the results were Bim-Bcl-XL 2, Avidin bead fluor 5, GSH bead fluor 18, Bim-Bcl-B 0, ABCB1 block 0.2, ABCG2 inh 0, Bcl-W Bim block 1, RGS7-Gao reg 98, RGS4-Gao reg 98, Bim-Bcl-2 -2 and Bfl-1 Bim block -3.
For CCn1cc(C(=O)OCC(=O)Nc2cccc(Cl)c2Cl)c(=O)c2ccc(C)nc21 the results were Bim-Bcl-XL -3, Avidin bead fluor 23, GSH bead fluor 15, Bim-Bcl-B 0, ABCB1 block 0.1, ABCG2 inh 0, Bcl-W Bim block -3, RGS7-Gao reg 101, RGS4-Gao reg 101, Bim-Bcl-2 0 and Bfl-1 Bim block -6.
For O=C(CCC1COc2ccccc2O1)NCc1ccco1 (stereo unspecified) the results were Bim-Bcl-XL -1, Avidin bead fluor 7, GSH bead fluor 18, Bim-Bcl-B -7, ABCB1 block 1.2, ABCG2 inh 8, Bcl-W Bim block -4, RGS7-Gao reg 104, RGS4-Gao reg 99, Bim-Bcl-2 -1 and Bfl-1 Bim block -2.
For CCOc1ccccc1CNC(=O)c1nn(CC)cc1[N+](=O)[O-] the results were Bim-Bcl-XL 0, Avidin bead fluor 1, GSH bead fluor 7, Bim-Bcl-B 1, ABCB1 block 0.2, ABCG2 inh 2, Bcl-W Bim block -2, RGS7-Gao reg 76, RGS4-Gao reg 64, Bim-Bcl-2 3 and Bfl-1 Bim block 1.
`Cc1cc(C)cc(N(C(=O)c2sc(C)nc2C)C(C(=O)NCc2ccco2)c2ccccc2)c1` (stereo unspecified) gave Bim-Bcl-XL 0, Avidin bead fluor 15, GSH bead fluor 27, Bim-Bcl-B -12, ABCB1 block 1.0, ABCG2 inh 0, Bcl-W Bim block 0, RGS7-Gao reg 103, RGS4-Gao reg 102, Bim-Bcl-2 -10 and Bfl-1 Bim block -13.
Screening COC(=O)CSc1nnc(CNc2ccc(OC)cc2)n1C returned Bim-Bcl-XL -1, Avidin bead fluor 30, GSH bead fluor 17, Bim-Bcl-B 0, ABCB1 block -0.1, ABCG2 inh 0, Bcl-W Bim block 0, RGS7-Gao reg 100, RGS4-Gao reg 100, Bim-Bcl-2 -1 and Bfl-1 Bim block 0.
Screening Cc1ccccc1OCC(=O)NNC(=O)Nc1ccc(Cl)cc1 returned Bim-Bcl-XL -5, Avidin bead fluor 35, GSH bead fluor 14, Bim-Bcl-B 0, ABCB1 block -0.2, ABCG2 inh 0, Bcl-W Bim block 0, RGS7-Gao reg 100, RGS4-Gao reg 101, Bim-Bcl-2 -2 and Bfl-1 Bim block 1.
For O=C(Nc1ccc(Cl)cc1)[C@@H]1[C@@H]2C(=O)N(c3ccc(Cl)cc3)C(=O)[C@@H]2[C@H]2C=CC=NN21 the results were Bim-Bcl-XL -8, Avidin bead fluor 7, GSH bead fluor 18, Bim-Bcl-B -9, ABCB1 block 0.6, ABCG2 inh 3, Bcl-W Bim block 0, RGS7-Gao reg 91, RGS4-Gao reg 94, Bim-Bcl-2 -12 and Bfl-1 Bim block -10.
Screening O=C(NCc1ccco1)c1cc(S(=O)(=O)N2CCOCC2)c(Cl)cc1Cl returned Bim-Bcl-XL -10, Avidin bead fluor 29, GSH bead fluor 23, Bim-Bcl-B -5, ABCB1 block 1.3, ABCG2 inh 9, Bcl-W Bim block 0, RGS7-Gao reg 105, RGS4-Gao reg 103, Bim-Bcl-2 -11 and Bfl-1 Bim block -17.
Cc1ccc(C(=O)C[n+]2ccc3ccccc3c2)cc1 was read as Bim-Bcl-XL -2, Avidin bead fluor 5, GSH bead fluor 21, Bim-Bcl-B 0, ABCB1 block 0.9, ABCG2 inh 5, Bcl-W Bim block -3, RGS7-Gao reg 94, RGS4-Gao reg 99, Bim-Bcl-2 4 and Bfl-1 Bim block 9.
For O=C(/C=C/Nc1ccccc1C(=O)O)c1cccs1 the results were Bim-Bcl-XL -5, Avidin bead fluor 11, GSH bead fluor 11, Bim-Bcl-B 0, ABCB1 block 0.4, ABCG2 inh 4, Bcl-W Bim block -3, RGS7-Gao reg 97, RGS4-Gao reg 101, Bim-Bcl-2 -2 and Bfl-1 Bim block -2.
Screening CC(C)(c1ccccc1)c1ccc(OCCCNCCO)cc1 returned Bim-Bcl-XL 5, Avidin bead fluor 8, GSH bead fluor 25, Bim-Bcl-B -7, ABCB1 block 1.1, ABCG2 inh 4, Bcl-W Bim block 0, RGS7-Gao reg 100, RGS4-Gao reg 102, Bim-Bcl-2 -7 and Bfl-1 Bim block -9.
`CC(C)C(=O)Nc1ccc(-c2csc(-c3ccccc3)n2)cc1` gave Bim-Bcl-XL -1, Avidin bead fluor 41, GSH bead fluor 13, Bim-Bcl-B -2, ABCB1 block -0.1, ABCG2 inh 1, Bcl-W Bim block -3, RGS7-Gao reg 99, RGS4-Gao reg 99, Bim-Bcl-2 -1 and Bfl-1 Bim block 0.
CC1=C(C#N)C(NC(=O)c2ccc(C)cc2)(C(F)(F)F)C(=O)N1 (stereo unspecified) was read as Bim-Bcl-XL -2, Avidin bead fluor 36, GSH bead fluor 17, Bim-Bcl-B 0, ABCB1 block 0.6, ABCG2 inh 3, Bcl-W Bim block 0, RGS7-Gao reg 95, RGS4-Gao reg 96, Bim-Bcl-2 0 and Bfl-1 Bim block -1.
Screening Nc1nc(SCC(=O)Nc2ccc(S(N)(=O)=O)cc2)n[nH]1 returned Bim-Bcl-XL 2, Avidin bead fluor 11, GSH bead fluor 20, Bim-Bcl-B 0, ABCB1 block 0.0, ABCG2 inh 0, Bcl-W Bim block 4, RGS7-Gao reg 98, RGS4-Gao reg 100, Bim-Bcl-2 4 and Bfl-1 Bim block -1.
O=C(Cn1ncc(N2CCCC2)c(Br)c1=O)c1ccc(Cl)cc1 was read as Bim-Bcl-XL -3, Avidin bead fluor 3, GSH bead fluor 10, Bim-Bcl-B -5, ABCB1 block 0.8, ABCG2 inh 9, Bcl-W Bim block -3, RGS7-Gao reg 100, RGS4-Gao reg 98, Bim-Bcl-2 -6 and Bfl-1 Bim block -6.
Screening Cc1cc(C)c(C)c(C(=O)CSc2nnc(-c3ccc4[nH]c(C)c(C)c4c3)o2)c1C returned Bim-Bcl-XL 0, Avidin bead fluor 5, GSH bead fluor 28, Bim-Bcl-B 0, ABCB1 block 0.4, ABCG2 inh 16, Bcl-W Bim block 2, RGS7-Gao reg 98, RGS4-Gao reg 103, Bim-Bcl-2 0 and Bfl-1 Bim block 2.
CCNC(=O)NC(=O)C(C)Sc1nc2ccccc2n1CC(C)C (stereo unspecified) was read as Bim-Bcl-XL -3, Avidin bead fluor 9, GSH bead fluor 20, Bim-Bcl-B -5, ABCB1 block 0.8, ABCG2 inh 3, Bcl-W Bim block -2, RGS7-Gao reg 99, RGS4-Gao reg 102, Bim-Bcl-2 1 and Bfl-1 Bim block 2.
`Cc1ccccc1-n1c(SCC(N)=O)nc2sc(-c3ccccc3)cc2c1=O` gave Bim-Bcl-XL -2, Avidin bead fluor 10, GSH bead fluor 15, Bim-Bcl-B -5, ABCB1 block 13, ABCG2 inh 25, Bcl-W Bim block 1, RGS7-Gao reg 91, RGS4-Gao reg 91, Bim-Bcl-2 -3 and Bfl-1 Bim block -3.
For O=C1c2ccccc2C(=O)N1/N=C/c1ccc(Oc2ccc([N+](=O)[O-])cn2)cc1 the results were Bim-Bcl-XL 0, Avidin bead fluor 8, GSH bead fluor 9, Bim-Bcl-B 2, ABCB1 block -1.0, ABCG2 inh 6, Bcl-W Bim block 0, RGS7-Gao reg 106, RGS4-Gao reg 99, Bim-Bcl-2 2 and Bfl-1 Bim block 6.
`Fc1ccccc1CSc1nnnn1-c1ccc2c(c1)OCO2` gave Bim-Bcl-XL 4, Avidin bead fluor 6, GSH bead fluor 27, Bim-Bcl-B -5, ABCB1 block -4.0, ABCG2 inh -5, Bcl-W Bim block -1, RGS7-Gao reg 99, RGS4-Gao reg 98, Bim-Bcl-2 -1 and Bfl-1 Bim block -2.
Screening O=C(NCc1ccccc1)C(c1ccco1)N(C(=O)c1ccccn1)c1ccc(F)cc1 (stereo unspecified) returned Bim-Bcl-XL -2, Avidin bead fluor 8, GSH bead fluor 19, Bim-Bcl-B 0, ABCB1 block -0.7, ABCG2 inh -1, Bcl-W Bim block 0, RGS7-Gao reg 95, RGS4-Gao reg 98, Bim-Bcl-2 -2 and Bfl-1 Bim block 1.
Cc1ccccc1C(=O)NNC1=NCCC1 was read as Bim-Bcl-XL 0, Avidin bead fluor 7, GSH bead fluor 5, Bim-Bcl-B 0, ABCB1 block 0.2, ABCG2 inh 0, Bcl-W Bim block 0, RGS7-Gao reg 105, RGS4-Gao reg 112, Bim-Bcl-2 -4 and Bfl-1 Bim block -1.
